BioA inh: blocks M. tuberculosis BioA enzyme activity. purified M. tuberculosis BioA enzyme, plate reader. inhibition, % at 9.99 µM. actives 0.096% (n = 360,000); in the data active = inhibition above about 40%
Numbers without * were called inactive; & = joins results of further samples. Not all compounds are listed, so the mix of outcomes need not match the whole.

SMILES	BioA inh
C[C@H]1CCCCO[C@@H](CN(C)CC2CCCCC2)[C@@H](C)CN([C@@H](C)CO)C(=O)c2cc(NS(=O)(=O)c3ccccc3)ccc2O1	3.9
CC(C)NC(=O)N(C)C[C@@H]1OCCCC[C@H](C)Oc2ccc(NS(C)(=O)=O)cc2C(=O)N([C@@H](C)CO)C[C@@H]1C	-3.7
O=C(CN1CCOCC1)N1CCCCN2[C@H](CO)[C@@H](c3ccc(Br)cc3)[C@@H]2C1	6.9
C[C@@H]1CN([C@H](C)CO)C(=O)c2cccc(NC(=O)c3ccncc3)c2O[C@H]1CN(C)S(=O)(=O)c1cn(C)cn1	-1.5
CC(=O)N1CCCCN2[C@H](CO)[C@H](c3ccc(-c4ccc(F)cc4)cc3)[C@@H]2C1	3.3
O=C(C[C@@H]1C[C@H]2c3cc(NC(=O)Nc4ccccc4)ccc3O[C@H]2[C@H](CO)O1)NCC(F)(F)F	-0.2
C[C@@H]1CN([C@@H](C)CO)C(=O)Cc2cc(NC(=O)Cn3cnnn3)ccc2O[C@@H]1CN(C)C	2.1
C[C@H]1CN([C@@H](C)CO)C(=O)c2cc(-c3cccc(F)c3)cnc2O[C@H]1CN(C)Cc1cccnc1	9.5
C[C@@H]1CN([C@@H](C)CO)C(=O)c2cccc(N(C)C)c2O[C@H]1CN(C)S(=O)(=O)c1ccc(Cl)cc1	2.4
COc1ccccc1CNC(=O)C[C@H]1C[C@@H]2c3cc(NS(C)(=O)=O)ccc3O[C@@H]2[C@@H](CO)O1	0.0
C[C@H](CO)N1C[C@H](C)[C@H](CN(C)C(=O)c2ccccc2F)Oc2ncc(C#CC(C)(C)O)cc2C1=O	0.7
O=C(C[C@@H]1C=C[C@@H](NS(=O)(=O)c2ccccc2)[C@@H](CO)O1)NCc1ccncn1	-1.2
Cc1ccc(S(=O)(=O)N[C@@H]2CC[C@@H](CCNC(=O)Cc3ccccn3)O[C@H]2CO)cc1	3.3
CO[C@H]1CN(C)C(=O)c2ccc(NS(=O)(=O)c3ccc(Cl)cc3)cc2OC[C@@H](C)N(C(=O)NC(C)C)C[C@@H]1C	-0.7
C[C@H]1CN([C@@H](C)CO)C(=O)c2cccc(NC(=O)Nc3ccc(C(F)(F)F)cc3)c2O[C@@H]1CN(C)CC1CCCCC1	0.3
C[C@H]1CN([C@@H](C)CO)C(=O)c2cccc(NC(=O)c3nc4ccccc4s3)c2O[C@@H]1CN(C)S(=O)(=O)c1ccc(F)cc1	-4.2
COc1ccc(-c2cnc3c(c2)C(=O)N([C@H](C)CO)C[C@H](C)[C@H](CN(C)C)O3)cc1	-1.3&-2.1
O=C(Nc1cccc(F)c1)N1CCCCN2[C@H](CO)[C@@H](c3ccc(-c4ccccc4F)cc3)[C@H]2C1	-1.0
COc1ccc(NC(=O)N(C)C[C@@H]2OCCCC[C@@H](C)Oc3ccc(NC(=O)Nc4ccc(F)cc4)cc3C(=O)N([C@H](C)CO)C[C@H]2C)cc1	3.4
COc1ccc(NC(=O)N(C)C[C@@H]2Oc3c(NC(=O)Nc4ccc(C(F)(F)F)cc4)cccc3C(=O)N([C@H](C)CO)C[C@H]2C)cc1	-4.2
C[C@@H]1CCCCO[C@@H](CN(C)C(=O)Cc2ccccc2)[C@@H](C)CN([C@@H](C)CO)C(=O)c2cc(NS(C)(=O)=O)ccc2O1	1.7
CC(C)C#Cc1ccc2c(c1)O[C@@H](CN(C)Cc1ccccn1)[C@H](C)CN([C@H](C)CO)S2(=O)=O	0.3
CO[C@H]1CN(C)C(=O)c2cc(NC(=O)c3ccccc3)ccc2OC[C@@H](C)N(C(=O)CN(C)C)C[C@@H]1C	-0.3
C[C@@H]1CCCCO[C@@H](CN(C)C(=O)Nc2cccc3ccccc23)[C@H](C)CN([C@H](C)CO)C(=O)c2cc(NC(=O)Nc3ccc(F)cc3)ccc2O1	-1.1
C[C@H](CO)N1C[C@H](C)[C@H](CN(C)C(=O)NC2CCCCC2)Oc2ccc(NS(=O)(=O)c3cn(C)cn3)cc2CC1=O	2.5
O=C([C@H]1[C@H](CO)[C@H]2Cn3c(ccc(-c4ccncc4)c3=O)[C@H]2N1CCC(F)(F)F)N1CCCCC1	0.3
O=S(=O)(c1ccc(F)cc1)N1CCCCN2[C@H](C1)[C@@H](c1ccc(-c3ccccc3)cc1)[C@@H]2CO	0.6
COc1ccc(S(=O)(=O)N(C)C[C@@H]2Oc3cc(C4=CCCC4)ccc3S(=O)(=O)N([C@H](C)CO)C[C@H]2C)cc1	-0.6
C[C@@H]1CN([C@@H](C)CO)S(=O)(=O)c2ccc(C#Cc3ccncc3)cc2O[C@@H]1CN(C)C(=O)C1CCOCC1	1.4
C[C@@H]1CN([C@H](C)CO)C(=O)c2cc(C#CCN(C)C)cnc2O[C@H]1CN(C)Cc1cccc(F)c1	7.9
C[C@@H]1CCCCO[C@@H](CN(C)Cc2ccncc2)[C@@H](C)CN([C@@H](C)CO)C(=O)c2cc(NS(=O)(=O)c3ccc(Cl)cc3)ccc2O1	3.2
C[C@H](CO)N1C[C@H](C)[C@@H](CN(C)S(C)(=O)=O)OCCCC[C@H](C)Oc2ccc(NS(=O)(=O)c3ccc(Cl)cc3)cc2C1=O	-0.6
O=C(Nc1ccc2c(c1)[C@H]1C[C@@H](CC(=O)N3CCCCC3)O[C@H](CO)[C@H]1O2)C1CCC1	2.1
CO[C@@H]1CN(C)C(=O)c2ccc(NC(=O)Nc3cccc(Cl)c3)cc2OC[C@@H](C)NC[C@H]1C	4.5
C[C@@H]1CCCCO[C@H](CN(C)S(=O)(=O)c2cccs2)[C@@H](C)CN([C@H](C)CO)C(=O)c2cc(NC(=O)c3ccncc3)ccc2O1	1.0
CN1[C@@H](CO)[C@@H]2c3ccccc3N(C(=O)Nc3cc(F)ccc3F)C[C@@H]21	2.9
C/C=C/c1cnc2c(c1)C(=O)N([C@@H](C)CO)C[C@H](C)[C@H](CN(C)C(=O)Cc1ccccc1)O2	0.6
C[C@@H]1CN([C@H](C)CO)C(=O)c2cccc(NS(=O)(=O)c3ccc(F)cc3)c2O[C@H]1CN(C)Cc1ccc(C(F)(F)F)cc1	4.0
C[C@@H]1CCCCO[C@@H](CN(C)S(=O)(=O)c2cccs2)[C@@H](C)CN([C@@H](C)CO)C(=O)c2cc(NC(=O)CCC(F)(F)F)ccc2O1	-2.4
CC(C)NC(=O)N(C)C[C@@H]1Oc2cc(C3=CCCCC3)ccc2S(=O)(=O)N([C@H](C)CO)C[C@H]1C	0.0
N#C[C@@H]1[C@H](c2ccc(C3=CCCCC3)cc2)[C@@H](CO)N1S(=O)(=O)c1ccccc1	-1.3
CC(C)NC(=O)Nc1ccc2c(c1)C(=O)N([C@H](C)CO)C[C@@H](C)[C@@H](CN(C)Cc1ccc(C(F)(F)F)cc1)OCCCC[C@H](C)O2	1.0
C[C@@H]1CCCCO[C@@H](CN(C)Cc2ccccc2)[C@H](C)CN([C@@H](C)CO)C(=O)c2cc(NC(=O)Nc3ccc4c(c3)OCO4)ccc2O1	-2.8
C[C@@H]1CN([C@@H](C)CO)C(=O)c2cccc(NS(C)(=O)=O)c2O[C@@H]1CN(C)Cc1ccc2c(c1)OCO2	0.6
Cc1ccc(-c2ccc3c(c2)O[C@H](CN(C)C(=O)C2CC2)[C@@H](C)CN([C@@H](C)CO)S3(=O)=O)cc1	4.8

The final two entries of the part before come first, to join the parts.
SMILES	BioA inh
C[C@@H]1CN([C@@H](C)CO)C(=O)c2cccc(NS(C)(=O)=O)c2O[C@@H]1CN(C)Cc1ccc2c(c1)OCO2	0.6
Cc1ccc(-c2ccc3c(c2)O[C@H](CN(C)C(=O)C2CC2)[C@@H](C)CN([C@@H](C)CO)S3(=O)=O)cc1	4.8
CCCC(=O)Nc1ccc2c(c1)C(=O)N(C)C[C@H](OC)[C@H](C)CN(CCc1ccccc1)[C@H](C)CO2	0.6
CN1C[C@@H]2[C@H](c3ccccc31)[C@@H](CO)N2Cc1ccccc1Cl	-2.0
CCNC(=O)C[C@H]1CC[C@H](NS(=O)(=O)c2ccc(F)cc2)[C@@H](CO)O1	-2.0
C[C@H](CO)N1C[C@H](C)[C@H](CN(C)Cc2ccc(Oc3ccccc3)cc2)Oc2ccc(NC(=O)CCN3CCOCC3)cc2CC1=O	-0.1
CCOC(=O)N(C)C[C@@H]1OCc2cn(nn2)CCCC(=O)N([C@H](C)CO)C[C@H]1C	-1.0
C[C@@H]1CN([C@@H](C)CO)C(=O)c2cc(NC(=O)CCC(F)(F)F)ccc2O[C@@H](C)CCCCO[C@H]1CN(C)C(=O)CCCN(C)C	1.2
C[C@@H]1CN([C@@H](C)CO)C(=O)c2cc(-c3ccc(C#N)cc3)cnc2O[C@H]1CN(C)Cc1ccccn1	1.9
COc1ccc(S(=O)(=O)N2CCCCN3[C@H](CO)[C@@H](c4ccc(C#CC5CC5)cc4)[C@@H]3C2)cc1	-0.9
C[C@@H]1CN([C@@H](C)CO)C(=O)c2cc(NC(=O)Nc3ccc(F)cc3)ccc2O[C@@H]1CN(C)S(=O)(=O)c1ccc(F)cc1	-0.1
C[C@@H]1CCCCO[C@H](CN(C)Cc2ccncc2)[C@H](C)CN([C@@H](C)CO)C(=O)c2cc(NC(=O)NC3CCCCC3)ccc2O1	3.7
Cc1noc(C)c1NC(=O)N[C@H]1CC[C@@H](CC(=O)N2CCN(C)CC2)O[C@@H]1CO	-2.9
CCCc1cn(CC[C@H]2CC[C@H](NC(=O)C3CCCC3)[C@@H](CO)O2)nn1	-1.4
CNC[C@H]1Oc2ccc(NC(=O)Nc3ccc(C(F)(F)F)cc3)cc2CC(=O)N([C@H](C)CO)C[C@@H]1C	2.8
C[C@H]1CN([C@@H](C)CO)C(=O)c2cc(-c3ccncc3)cnc2O[C@@H]1CN(C)S(=O)(=O)c1ccc(F)cc1	-1.7
CC(=O)N1[C@H](C(=O)NCCCN(C)C)[C@@H](CO)[C@@H]2Cn3c(ccc(-c4cccc(F)c4)c3=O)[C@@H]21	-0.9
O=C(C[C@@H]1CC[C@H]2NC[C@@H](O)COC[C@@H]2O1)N1CCc2ccccc2C1	-1.7
COc1ccc(S(=O)(=O)Nc2ccc3c(c2)C(=O)N([C@@H](C)CO)C[C@H](C)[C@H](CN(C)Cc2ccc(C(=O)O)cc2)O3)cc1	-2.3
CCCNC(=O)N(C)C[C@H]1Oc2cc(-c3cncnc3)ccc2S(=O)(=O)N([C@H](C)CO)C[C@H]1C	-2.9
C[C@@H]1CN([C@@H](C)CO)C(=O)c2cccc(NC(=O)C3CCCCC3)c2O[C@H]1CN(C)Cc1ccc(Cl)c(Cl)c1	-0.7
O=C(C[C@@H]1C[C@@H]2c3cc(NC(=O)C4CCC4)ccc3O[C@@H]2[C@H](CO)O1)NCc1cccc(F)c1	-0.8
CC(C)CC#Cc1ccc2c(c1)O[C@H](CN(C)S(=O)(=O)c1cccc(F)c1)[C@@H](C)CN([C@@H](C)CO)S2(=O)=O	-1.8
CCC(=O)N1C[C@H](O)COC[C@@H]2O[C@@H](CC(=O)NCc3cc(F)cc(F)c3)CC[C@H]21	4.6
CCCC#Cc1cnc2c(c1)C(=O)N([C@H](C)CO)C[C@H](C)[C@H](CN(C)C(=O)Cc1cccnc1)O2	2.1
Cc1noc(C)c1NC(=O)Nc1ccc2c(c1)C(=O)N([C@@H](C)CO)C[C@H](C)[C@@H](CN(C)C(=O)C1CCCCC1)OCCCC[C@H](C)O2	-0.3
C[C@@H]1CN([C@@H](C)CO)C(=O)c2cc(NS(=O)(=O)c3ccc(Cl)cc3)ccc2O[C@@H](C)CCCCO[C@@H]1CN(C)S(=O)(=O)c1cn(C)cn1	-2.5
CNC[C@H]1Oc2cc(C#Cc3cccc(OC)c3)ccc2S(=O)(=O)N([C@@H](C)CO)C[C@@H]1C	3.4
C[C@H]1CN([C@@H](C)CO)C(=O)c2cc(NC(=O)Nc3ccc(F)cc3)ccc2O[C@@H]1CN(C)Cc1ccc(C(=O)O)cc1	-0.1
C[C@@H]1CCCCO[C@H](CN(C)C(=O)Nc2ccc(F)cc2)[C@@H](C)CN([C@@H](C)CO)C(=O)c2cc(NS(C)(=O)=O)ccc2O1	-0.9
C[C@@H]1CN([C@@H](C)CO)C(=O)c2cc(-c3cccc(F)c3)cnc2O[C@H]1CN(C)S(=O)(=O)c1cccc(F)c1	3.5
CN(C)CC(=O)Nc1ccc2c(c1)[C@@H]1C[C@@H](CC(=O)NC3CCCCC3)O[C@H](CO)[C@@H]1O2	-1.1
COc1ccccc1-c1cn(CC[C@H]2CC[C@H](NC(=O)C3CCCCC3)[C@@H](CO)O2)nn1	-0.3
O=C(C[C@H]1C[C@@H]2c3cc(NC(=O)C4CCOCC4)ccc3O[C@@H]2[C@@H](CO)O1)NCc1ccccn1	1.3
COc1ccccc1S(=O)(=O)N1CC[C@@H]2[C@H](CO)Nc3ccc(-c4ccccc4)cc3[C@@H]21	43.2*
O=C(NCC[C@@H]1CC[C@H](NC(=O)C2CCC2)[C@@H](CO)O1)Nc1ccc(Cl)cc1	-2.4
C[C@H](CO)N1C[C@H](C)[C@@H](CN(C)CC2CCCCC2)Oc2ccc(NC(=O)CCCN(C)C)cc2CC1=O	-1.0

Structural class: the compounds so far containing a Cl atom
SMILES	BioA inh
C[C@@H]1CN([C@@H](C)CO)C(=O)c2cccc(N(C)C)c2O[C@H]1CN(C)S(=O)(=O)c1ccc(Cl)cc1	2.4
CO[C@H]1CN(C)C(=O)c2ccc(NS(=O)(=O)c3ccc(Cl)cc3)cc2OC[C@@H](C)N(C(=O)NC(C)C)C[C@@H]1C	-0.7
C[C@@H]1CCCCO[C@@H](CN(C)Cc2ccncc2)[C@@H](C)CN([C@@H](C)CO)C(=O)c2cc(NS(=O)(=O)c3ccc(Cl)cc3)ccc2O1	3.2
C[C@H](CO)N1C[C@H](C)[C@@H](CN(C)S(C)(=O)=O)OCCCC[C@H](C)Oc2ccc(NS(=O)(=O)c3ccc(Cl)cc3)cc2C1=O	-0.6
CO[C@@H]1CN(C)C(=O)c2ccc(NC(=O)Nc3cccc(Cl)c3)cc2OC[C@@H](C)NC[C@H]1C	4.5
CN1C[C@@H]2[C@H](c3ccccc31)[C@@H](CO)N2Cc1ccccc1Cl	-2.0
C[C@@H]1CN([C@@H](C)CO)C(=O)c2cccc(NC(=O)C3CCCCC3)c2O[C@H]1CN(C)Cc1ccc(Cl)c(Cl)c1	-0.7
C[C@@H]1CN([C@@H](C)CO)C(=O)c2cc(NS(=O)(=O)c3ccc(Cl)cc3)ccc2O[C@@H](C)CCCCO[C@@H]1CN(C)S(=O)(=O)c1cn(C)cn1	-2.5
O=C(NCC[C@@H]1CC[C@H](NC(=O)C2CCC2)[C@@H](CO)O1)Nc1ccc(Cl)cc1	-2.4
